SR-BI DiI-HDL act: enhances SR-BI lipid uptake from DiI-HDL; activation, % at 12.5 µM; hit rate 0.096% among 320,000; CHO ldlA[mSR-BI] cells, DiI-HDL uptake fluorescence, 3 h; 100 = double the neutral-control signal;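 active = mean replicate activation of at least 60% and every replicate at or above 60%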;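 note: 0% = median plate neutral-control signal and 100% = twice that signal; values of inactives mirror those of a sister screen read the other way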
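Assay system: LDL receptor-deficient CHO ldlA cells overexpressing murine SR-BI / Medium: BSA-supplemented, HEPES-buffered Ham's F12, pH 7.4 / Probe or stimulus: DiI-labelled HDL at 10 µg/mL final / Timing: compound with DiI-HDL co-incubation, 3 h at 37 °C / Technique: bottom-read cell fluorescence after medium removal, ex 550/em 595 nm / Measure: HDL uptake via cellular fluorescence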
CAL PDZ FP-1: inhibitors of human CAL PDZ peptide binding; inhibition, % at 20 µM; AID 504414; hit rate 0.02% among 330,000; Q9HD26; purified CAL PDZ, TMR-peptide fluorescence polarization, 1 h;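 active = highest replicate inhibition of at least 40%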;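 note: plate controls were DMSO neutral control wells for no effect and unlabeled competitor peptide control wells for full effect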
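System: tagged CAL PDZ domain. Schedule: 1 h room-temperature incubation prior to read. Signal: fluorescence polarization (mP). Measure: percent inhibition from loss of millipolarization.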
phage Ecoli inh: E. coli growth loss with phage present; inhibition, % at 11.9 µM; growth absorbance; hit rate 0.26% among 360,000; in the data active = inhibition above about 11%
Wnt act: activates Wnt/beta-catenin signaling in a reporter cell assay | activation, % at 9.35 µM | hit rate 1.2% among 300,000 | activator, plate reader | AID 743398; in the data active = activation above about 30%, passing the limit was not always enough;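 note: 0% = neutral control wells and 100% = positive control wells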
Ecoli viability: bacterial growth inhibition, counter-screen for AddAB inhibitors | inhibition, % at 11.9 µM | hit rate 0.27% among 330,000 | E. coli V3065 growth, OD600 absorbance, 18 h | AID 449728;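 active = inhibition above the campaign's mean inhibition across all tested compounds plus 3 SD, cut at about 9.9% in these data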;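 note: uninfected addAB+ strain grown without phage in ampicillin broth; 0% = DMSO wells and 100% = ciprofloxacin 0.95 µg/ml wells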
CAL PDZ FP-2: inhibitors of human CAL PDZ peptide binding; AID 602252; purified CAL PDZ, TMR-peptide fluorescence polarization, 1 h; inhibition, % at 24.9 µM; hit rate 0.92% among 300,000;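 active = mean inhibition of at least 30% with at least half of replicates also reaching 30%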;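 note: 0% = DMSO neutral control and 100% = excess unlabeled competitor peptide PRC23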
Tat export inh: inhibitors of E. coli Tat protein transport. AID 488895. E. coli MC4100 TorA-mCherry Tat export, fluorescence. hit rate 0.036% among 340,000. inhibition, % at 10 µM;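 active = mean replicate inhibition at least 50% and at least half of replicates individually reaching 50%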;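 note: exported cargo escapes ClpAP degradation while cytoplasmic cargo is degraded and loses fluorescence; 0% = median of neutral control wells and 100% = median of NaSCN control wells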
AddAB inh: less growth of phage-infected E. coli with AddAB. AID 435030. inhibition, % at 11.9 µM. hit rate 0.29% among 330,000. E. coli expressing H. pylori AddAB, absorbance growth; in the data active = inhibition above about 12%;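 note: 0% = vehicle wells of infected cells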
MITF act: MITF TRPM1 promoter activation in melanoma cells; SK-MEL-5 TRPM1-promoter luciferase, 24 h; % of positive control, neutral wells = 0; activation, % at 12.5 µM; hit rate 0.75% among 300,000; AID 588334;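 active = mean activation of at least 80% with every replicate also reaching 80%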;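 note: 0% = neutral control wells and 100% = parthenolide positive control wells; values of inactives mirror those of a sister screen read the other way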
SR-BI DiI inh: inhibitors of mouse SR-BI mediated HDL lipid uptake; Q61009; ldlA[mSR-BI] CHO cells, DiI-HDL uptake fluorescence, 3 h; inhibition, % at 12.5 µM; hit rate 0.96% among 320,000;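 active = mean replicate inhibition of at least 70% and a set share of replicates each scoring 70 or more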;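 note: 0% = median of neutral control wells and 100% = median of positive control wells; values of inactives mirror those of a sister screen read the other way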
Target sequence (Q61009 whole entry, looked up): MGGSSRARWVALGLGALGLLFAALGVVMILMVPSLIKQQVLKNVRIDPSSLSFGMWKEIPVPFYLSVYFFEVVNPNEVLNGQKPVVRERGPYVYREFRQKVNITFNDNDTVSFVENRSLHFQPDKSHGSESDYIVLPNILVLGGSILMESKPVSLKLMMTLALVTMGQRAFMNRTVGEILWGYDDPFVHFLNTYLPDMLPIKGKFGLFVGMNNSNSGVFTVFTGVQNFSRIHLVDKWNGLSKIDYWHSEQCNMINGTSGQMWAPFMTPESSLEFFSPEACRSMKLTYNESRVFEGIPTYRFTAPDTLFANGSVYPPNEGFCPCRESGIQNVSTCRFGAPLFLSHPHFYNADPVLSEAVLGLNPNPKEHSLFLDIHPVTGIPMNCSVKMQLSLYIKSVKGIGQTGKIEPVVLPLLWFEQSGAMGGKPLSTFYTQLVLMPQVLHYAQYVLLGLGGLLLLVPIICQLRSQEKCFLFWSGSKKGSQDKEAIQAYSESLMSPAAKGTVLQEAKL
* = called active by the depositor; nt = no result given.

Values run as follows: SR-BI DiI-HDL act	CAL PDZ FP-1	phage Ecoli inh	Wnt act	Ecoli viability	CAL PDZ FP-2	Tat export inh	AddAB inh	MITF act	SR-BI DiI inh
- COC(=O)c1c(F)c(F)c(NCCO)c(F)c1F
  9.8	-1.1	1.2	0.5	-0.4	1.8	-7.0	1.4	-5.8	-9.8
- COc1ccccc1N1CC(C(=O)Nc2ccc3c(c2)OCO3)CC1=O (centres undefined)
  5.7	0.1	3.8	-12.9	-1.6	-0.3	-3.7	-0.7	2.3	-5.7
- CC(C)(C)CC(C)(C)NC(=O)c1ccccc1
  -4.2	-1.6	3.7	-0.2	1.5	nt	14.9	2.1	11.1	4.2
- O=C(N/N=C/C=C/c1ccco1)c1cnccn1
  2.1	-0.5	1.2	3.9	-0.1	nt	0.8	1.0	nt	-2.1
- O=C(N/C(=C/c1ccccc1)C(=O)N1CCOCC1)c1ccc([N+](=O)[O-])cc1
  21.4	-2.5	0.5	3.7	-1.9	8.7	4.2	0.5	3.7	-21.4
- O=[N+]([O-])c1c(NCCO)cc(N2CCC3(CC2)OCCO3)c2nonc12
  34.3	-3.6	2.4	-2.7	0.5	-1.3	-1.1	2.7	-18.1	-34.3
- O=C(COc1ccc2c(-c3ccccc3)cc(=O)oc2c1)NC(Cc1c[nH]c2ccccc12)C(=O)O (centres undefined)
  12.7	-1.3	3.2	-1.4	-0.9	-5.1	-2.8	-1.0	8.8	-12.7
- Clc1ccc2nc(CN3CCCc4ccccc43)cn2c1
  -22.9	1.5	2.0	2.5	-2.7	-5.2	2.2	-0.6	-6.6	22.9
- COc1ccccc1NC(=O)c1ccc(NC(=O)C2CC2)cc1
  -48.4	-2.7	2.5	2.8	nt	-4.2	-1.9	nt	-9.0	48.4
- CCN(CC)S(=O)(=O)c1ccc(NC(=O)c2ccc(Cl)nc2)cc1
  -76.2	-2.5	5.2	0.3	-0.3	1.2	4.4	0.9	1.9	76.2*
- COc1ccc(NC(=O)CN2C(=O)NC(C)(C3CC3)C2=O)cc1S(=O)(=O)N1CCOCC1 (centres undefined)
  13.3	-0.3	-0.5	-0.9	-2.2	-0.7	-6.2	2.1	-13.1	-13.3
- O=C(NC1CC1)C1CCN(C(=O)c2ccc(Cl)cc2)CC1
  nt	-1.5	-0.5	-0.4	-3.2	-1.5	-5.6	1.6	-4.8	nt
- Cc1cccc(Oc2coc3cc(OC(=O)c4cc5ccccc5oc4=O)ccc3c2=O)c1
  -2.1	-0.3	3.2	nt	-2.5	nt	9.9	-0.5	42.0	2.1
- CCc1nnc(NC(=O)C2CC(=O)N(c3ccc4c(c3)OCCO4)C2)s1 (centres undefined)
  29.4	-0.7	4.3	-2.5	0.3	-5.0	3.9	2.6	-3.2	-29.4
- COc1ccc(OC(=O)CCN2C(=O)C3C4C=CC(C4)C3C2=O)cc1 (centres undefined)
  -11.6	-1.6	1.3	-2.7	-3.0	-3.6	2.1	0.5	3.1	11.6
- N/C(=N\OC(=O)c1ccc(=O)n(Cc2ccc(Cl)cc2)c1)c1ccccn1
  -9.1	-2.6	4.2	-9.5	-0.1	-3.6	1.2	2.8	-9.1	9.1
- O=C(COc1ccc2c(c1)oc(=O)c1ccccc12)N[C@@H](Cc1ccccc1)C(=O)O
  -14.1	0.1	0.7	-1.4	2.3	-1.5	-6.6	1.0	2.5	14.1
- Cc1ccc(NC(=O)N2CCN(Cc3ccc4c(c3)OCO4)CC2)cc1
  -5.5	-2.7	4.8	nt	-0.1	-5.8	-2.3	0.6	-9.7	5.5
- C=CCOc1nc2c(c(=O)n(C)c(=O)n2C)n1Cc1ccc(Cl)cc1Cl
  -11.4	-0.6	-1.2	-1.5	-0.6	nt	6.0	0.3	-5.0	11.4
- CC1CCN(C(=O)CSc2nc(=O)n3cc(Cl)ccc3n2)CC1
  -3.3	-0.8	1.5	-3.3	0.4	nt	-0.3	-1.1	-8.1	3.3
- COc1ccc(NS(=O)(=O)c2csc(C(N)=O)c2)cc1
  9.2	-0.6	0.4	0.2	0.3	-7.1	4.4	2.0	5.1	-9.2
- Cc1ccc(Cn2nnc3c(=O)n(CC(=O)c4ccccc4)cnc32)cc1
  4.5	-1.6	3.5	3.2	2.2	0.5	-4.5	-0.8	20.3	-4.5
- CC(C)C[C@H]1CN=C(Nc2ccccc2)N1CC1CCC(C)CC1 (some centres undefined)
  17.6	-1.2	nt	nt	-1.5	-1.4	4.1	3.2	15.0	-17.6
- CCOc1ccc(NC(=O)CN(C)C(=O)c2cc(C)nc3ccccc23)cc1OCC
  -45.6	-0.5	1.2	-3.0	-0.9	7.4	-3.8	-1.0	-2.6	45.6
- CCCN1CCC(=NNc2ccc(C(=O)O)cc2)CC1
  24.8	0.8	2.7	-0.6	0.9	-3.0	-0.1	3.0	28.0	-24.8
- COCC(=O)Nc1ccc(S(=O)(=O)NCC2CCCO2)cc1 (centres undefined)
  -0.9	-0.2	1.2	-0.6	-1.0	nt	0.8	2.4	-8.1	0.9
- COc1ccc(NC(=O)CN(C)C(C)C(=O)NC(=O)NC2CCCCC2)cc1 (centres undefined)
  nt	0.1	0.1	-0.6	3.5	nt	9.4	2.7	1.0	21.2
- COc1cc2c(cc1NC(=O)CSc1nnc(Cc3cccs3)n1Cc1ccco1)oc1ccccc12
  -69.7	-1.8	nt	-0.2	-0.1	nt	7.8	-0.2	-23.2	69.7
- CCCCNCCCCOc1ccccc1
  21.5	-1.8	-0.2	nt	-1.5	-2.7	-1.2	3.1	-5.1	-21.5
- CCOc1ccccc1NC(=S)/C(=C(\[O-])c1ccc2c(c1)OCCO2)[n+]1ccc(CC)cc1
  -14.1	0.0	2.5	-1.3	-1.8	3.8	-15.7	1.8	nt	14.1
- COc1ccc(-c2noc(N3CCCC(C(=O)Nc4ccccc4F)C3)n2)cc1 (centres undefined)
  -18.7	-0.5	3.6	5.4	0.6	nt	6.1	-0.5	nt	18.7
- COc1ccccc1OCC(=O)Nc1sc2c(c1C(=O)NCC1CCCO1)CCC2 (centres undefined)
  -56.3	-2.1	-0.1	-2.7	0.9	-1.1	6.4	-0.5	1.8	56.3
- COc1ccc(C2NC(C(=O)O)Cc3c2[nH]c2ccccc32)cc1OC (centres undefined)
  16.6	0.4	2.6	2.3	-0.3	-1.4	2.4	1.7	4.1	-16.6
- CCOC(=O)c1sc(NC(=O)c2cccs2)cc1C
  -40.1	-1.3	4.7	nt	0.3	-5.0	-2.4	-2.1	46.4	40.1
- CN1C[C@@H]2C(c3ccccc3)C3(c4ccccc4)CC2(C3)[C@H]1c1ccccc1 (some centres undefined)
  32.2	1.1	0.0	2.6	-0.3	3.3	5.6	2.6	-2.9	-32.2
- COc1cccc(Cn2cnc3c(N)c(C)c(C)cc32)c1
  -6.1	1.3	3.7	-10.8	-3.6	-0.9	10.3	0.8	-5.9	6.1
- COc1ccccc1CC(=O)Nc1ccccc1C(=O)O
  -10.5	-0.6	-0.6	nt	-1.7	-0.1	0.3	0.8	-7.7	10.5
- COC(=O)c1cnc(N2CCCN(S(=O)(=O)c3ccc(C(F)(F)F)cc3)CC2)nc1C(F)(F)F
  nt	-1.4	1.5	-1.8	0.1	-1.8	4.0	4.8	nt	nt
- CCc1cc2c(=O)n(-c3ccc(C)cc3)cnc2s1
  9.3	-0.7	3.7	28.5	1.4	-1.0	-0.5	1.6	67.8	-9.3
- CCCc1cc(N2CCCC(C(=O)NCc3ccc4c(c3)OCO4)C2)n2ncnc2n1 (centres undefined)
  15.6	0.0	3.3	-1.3	-1.4	4.2	-5.4	0.6	-6.4	-15.6

Grouped by structure, those above with a furan ring, fused or not.
Values run as follows: SR-BI DiI-HDL act	CAL PDZ FP-1	phage Ecoli inh	Wnt act	Ecoli viability	CAL PDZ FP-2	Tat export inh	AddAB inh	MITF act	SR-BI DiI inh
- O=C(N/N=C/C=C/c1ccco1)c1cnccn1
  2.1	-0.5	1.2	3.9	-0.1	nt	0.8	1.0	nt	-2.1
- COc1cc2c(cc1NC(=O)CSc1nnc(Cc3cccs3)n1Cc1ccco1)oc1ccccc12
  -69.7	-1.8	nt	-0.2	-0.1	nt	7.8	-0.2	-23.2	69.7

Next section
Values run as follows: SR-BI DiI-HDL act	CAL PDZ FP-1	phage Ecoli inh	Wnt act	Ecoli viability	CAL PDZ FP-2	Tat export inh	AddAB inh	MITF act	SR-BI DiI inh
- Clc1ccccc1-c1nnc(-c2cccs2)o1
  -11.4	-1.3	3.0	12.1	1.0	3.3	2.2	0.8	53.9	11.4
- CCNc1cc2n(c(=O)n1)CCc1cc(OC)c(OC)cc1-2
  -6.7	-0.9	1.1	-0.1	0.7	-0.9	-3.3	0.2	7.0	6.7
- CC1Cc2ccccc2N1c1ncnc2c1nnn2Cc1ccccc1Cl (centres undefined)
  -3.1	-0.3	1.4	0.1	-0.2	-4.9	-4.0	4.0	-2.9	3.1
- CC(=O)c1ccccc1NC(=O)COC(=O)C1=NN(c2ccccc2)C(=O)CC1
  16.2	-2.5	1.2	-2.0	nt	-1.2	-4.4	nt	10.4	-16.2
- COc1ccc(CCN2C(=O)CS/C2=N/NC(=O)c2ccccc2F)cc1OC
  10.2	-2.2	3.9	-1.2	0.2	-0.4	0.4	1.7	-2.8	-10.2
- CCCn1c(N)c(N(CCOC)C(=O)c2ccc(N3CCCC3=O)cc2)c(=O)[nH]c1=O
  -51.9	-3.1	2.4	-0.2	0.0	-1.4	3.4	-1.9	0.9	51.9
- O=C(COC(=O)c1ccncc1)c1ccc(Br)cc1
  17.5	-21.4	3.2	-1.3	0.8	2.7	1.6	4.4	-0.7	-17.5
- O=C(O)CN=C1NC2(CCCCC2)Cc2ccccc21
  0.5	-2.4	0.6	nt	-0.2	-0.5	-5.4	1.9	2.9	-0.5
- CCN1CCN(c2nc(C)nc3c2sc(=S)n3C)CC1
  13.5	-1.1	2.4	-2.2	nt	-5.8	1.0	nt	24.2	-13.5
- CCc1nc(SCC(=O)c2c[nH]c3ccccc23)n[nH]1
  -15.0	-0.8	2.8	-1.9	-1.6	-5.2	-6.6	0.3	-4.8	15.0
- CCc1nc(SCc2cccnc2)c(C#N)cc1C
  -19.8	-0.3	1.8	nt	-1.9	nt	7.4	2.1	-5.7	19.8
- Oc1cccnc1CCc1ccccc1
  19.9	0.0	4.7	-1.7	-1.7	-2.0	2.9	-0.7	5.5	-19.9
- COc1ccc(OCC(O)CNC(=O)c2ccc(Br)cc2)cc1 (centres undefined)
  -5.4	13.3	3.3	4.4	1.8	72.2*	1.2	0.0	11.9	5.4
- COC(=O)CC(=O)CSc1nc(C)cc(C)c1C#N
  0.7	-1.3	2.8	1.8	-1.5	-3.0	-10.2	0.8	nt	-0.7
- O=C(C[n+]1ccn(CCCNP2(=O)C=C(c3ccccc3)OC(c3ccccc3)=C2)c1)c1cccs1
  -13.3	0.1	-0.1	-0.6	-1.5	6.9	3.5	5.2	8.8	13.3
- COC(=O)c1ccsc1NC(=O)CN1CCN(c2ccc(F)cc2)CC1
  -50.5	-0.5	0.2	-1.9	0.1	3.3	9.4	3.4	-8.5	50.5

Screening data: PubChem, several laboratories
